S1P2 blocker = human S1P2 receptor antagonists, primary screen, cell-based; inhibition, % at 5 µM; 97,000 compounds, 0.21% hits; Sphingosine 1-phosphate receptor 2 (Homo sapiens), O95136; cell-based S1P2 antagonist assay, inhibition at 5 uM; in the data active means inhibition above about 45%;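 further: CRE beta-lactamase reporter cells expressing human S1P2 stimulated with S1P; 0% = agonist at EC80 alone and 100% = agonist plus reference antagonist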
Target sequence (O95136 whole entry, looked up): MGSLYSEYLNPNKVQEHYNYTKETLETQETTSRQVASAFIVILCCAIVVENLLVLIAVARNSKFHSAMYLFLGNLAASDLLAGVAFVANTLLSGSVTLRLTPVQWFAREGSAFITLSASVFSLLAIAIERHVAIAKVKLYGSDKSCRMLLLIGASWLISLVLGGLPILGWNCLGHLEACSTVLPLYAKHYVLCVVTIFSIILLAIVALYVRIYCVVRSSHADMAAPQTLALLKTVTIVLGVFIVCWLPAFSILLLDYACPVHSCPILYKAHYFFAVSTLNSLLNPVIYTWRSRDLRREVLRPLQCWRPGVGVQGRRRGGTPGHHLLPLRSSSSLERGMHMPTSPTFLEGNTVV
sEH activator = soluble epoxide hydrolase activators, primary screen, biochemical, human sEH | Bifunctional epoxide hydrolase 2 (Homo sapiens), P34913 | purified human sEH enzymatic activity, activator screen | activation, % at 2 µM | 91,000 compounds, 0.04% hits; in the data active means activation above about 37%; further: values of inactives mirror those of a sister screen read the other way
PostGolgi yeast = phenotypic screen on post-Golgi transport, primary screen; 98,000 compounds, 0.9% hits; post-Golgi transport phenotypic cell assay; AID 739, 2007; inhibition, % at 10 µM;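 further: yeast cells grown in 1536-well plates; yeast grown about 18 h at 30C before absorbance read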
PostGolgi ctrl = growth inhibition of yeast control strain, primary screen, counter-screen for post-Golgi transport modulator project; AID 738, 2007; efflux-deficient yeast background strain, growth absorbance A615, 16 h; inhibition, % at 10 µM; 98,000 compounds, 5% hits
S1P2 agonist = S1P2 receptor agonists, primary screen, cell-based; Sphingosine 1-phosphate receptor 2 (Homo sapiens), O95136; S1P2-expressing cell line, agonist reporter read-out; activation, % at 4.5 µM; 97,000 compounds, 0.46% hits; in the data active means activation above about 16%;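 further: 0% = vehicle low control and 100% = maximal reference agonist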
Mac1 fbg inh = inhibitors of CD11b/CD18 adhesion to fibrinogen, primary screen, K562 cells, luminescence; Integrin beta-2 (Homo sapiens) + Integrin alpha-M (Homo sapiens), P05107+P11215; ATPlite luminescence; Mn2+ added to activate the integrin; inhibition, % at 10 µM; 93,000 compounds, 0.54% hits; AID 1497, 2009;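 active means primary inhibition of 50% or more at 10 µM, then 40% or more on retest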; further: some results filed as inactive read as strong as hits
sEH inh = soluble epoxide hydrolase inhibitors, primary screen, biochemical, human sEH | inhibition, % at 2 µM | recombinant human sEH enzymatic activity assay | Bifunctional epoxide hydrolase 2 (Homo sapiens), P34913 | 91,000 compounds, 0.34% hits | AID 707, 2007; in the data active means inhibition above about 80%; further: values of inactives mirror those of a sister screen read the other way; many of its hits are not listed in these tables
PLAP act = PLAP enzyme activators, biochemical, luminescence, HTS. 96,000 compounds, 1.2% hits. activation fold at 20 µM. AID 696, 2007. Alkaline phosphatase, placental type (Homo sapiens), P05187. purified PLAP enzyme, luminescent substrate read-out; stronger effect = higher value; in the data active means activation fold above about 2
Target sequence (P05187 whole entry, looked up): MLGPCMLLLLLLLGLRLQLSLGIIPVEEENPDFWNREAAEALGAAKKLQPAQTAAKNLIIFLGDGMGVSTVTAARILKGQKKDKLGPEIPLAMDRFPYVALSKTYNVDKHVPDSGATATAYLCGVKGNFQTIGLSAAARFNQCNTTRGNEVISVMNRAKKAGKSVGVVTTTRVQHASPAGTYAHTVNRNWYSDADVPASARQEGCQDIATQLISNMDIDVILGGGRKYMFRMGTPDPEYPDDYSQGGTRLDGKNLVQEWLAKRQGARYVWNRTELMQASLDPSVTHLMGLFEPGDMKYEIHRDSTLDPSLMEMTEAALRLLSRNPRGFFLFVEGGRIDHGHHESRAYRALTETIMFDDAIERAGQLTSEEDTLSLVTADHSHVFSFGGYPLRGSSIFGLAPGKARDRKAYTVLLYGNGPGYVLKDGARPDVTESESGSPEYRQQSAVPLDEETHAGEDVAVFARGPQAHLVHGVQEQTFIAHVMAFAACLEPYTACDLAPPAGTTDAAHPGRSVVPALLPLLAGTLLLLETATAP
E coli WT exp = growth inhibitors of wild-type E. coli, primary screen, strain BW25113, expanded library, OD600 | OD600 absorbance | growth inhibition, % at 100 µM | 98,000 compounds, 0.15% hits | AID 710, 2007;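 active means growth inhibition above about 50% at one test dose, limit read from the data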;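 further: growth measured after 20 h incubation at 37 °C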
Active calls of the source: *; · = no result given. Unless noted, no stated cut-off is given here; in the data, active means inhibition above about 30%; inactive means the rest.

SMILES	S1P2 blocker	sEH activator	PostGolgi yeast	PostGolgi ctrl	S1P2 agonist	Mac1 fbg inh	sEH inh	PLAP act	E coli WT exp
COC(=O)c1c(=O)n(O)c2ccc(OC)cc2[n+]1[O-]	7	-6	-6	8	-7	-2	5	0.7	2
COc1ccc(Cl)cc1N1Cc2ccccc2C1	2	-5	-5	32*	-8	-9	8	1.5	-13
COc1ccc(NC(=O)CC2C(=O)N(c3cccc(OC)c3)C(=O)N2C2CCCCC2)cc1 (stereo not drawn)	5	5	-1	9	-2	8	-6	1.2	2
O=C(Cc1c(C(=O)O)[nH]c2ccc(Cl)cc12)Nc1ccc2c(c1)OCCO2	-21	1	-4	-4	-6	1	2	1.2	-9
CCOc1ccc(/C=C2\C(=O)c3ccccc3OC2c2ccccc2)cc1 (stereo not drawn)	-13	-9	-2	11	-4	·	14	0.8	-20
O=C1Nc2cc3c(cc2Sc2ccccc21)OCCO3	13	8	9	7	-6	-3	-7	1	-1
Cc1nn(C(=O)Cn2ccc([N+](=O)[O-])n2)c(C)c1Br	2	-5	-5	-11	-5	-2	6	1	2
O=C(NCc1ccc(F)cc1)c1cc(-c2cccs2)on1	5	·	5	3	-5	21	·	1	3
O=C(Nc1ccccc1Cl)c1cccc(COc2cc(Cl)ccc2Cl)c1	-2	17	-2	8	-2	5	-16	0.8	-4
CN(C)c1ccc(NC(=O)c2cccc(N3C(=O)C4C5C=CC(C5)C4C3=O)c2)cc1 (stereo not drawn)	-2	·	1	6	-4	·	·	·	2
CC(C)NC(=O)COC(=O)c1ccc(O)cc1	·	·	-5	3	·	-1	·	1	5
O=C1c2ccccc2C(=O)N1Cc1nc(-c2cccnc2)no1	-14	-7	·	·	-4	·	9	·	·
Cc1ccc(-c2nc(C3CCN(S(=O)(=O)c4ccc(C(C)(C)C)cc4)CC3)no2)cc1	-5	6	5	2	-3	7	-7	1.1	-18
CC(C)(C)C(=O)Nc1ncc(C(F)(F)F)cc1Cl	-26	-2	0	2	-2	-34	0	0.7	13
O=C1CCCN1c1cc(Cl)ccc1Cl	-2	-7	-2	-7	-4	8	9	1	4
CSc1ccc(N2CCN(CCCNC(=O)Nc3ccccc3F)CC2)cc1	-11	-51	6	2	-3	-14	51	1	3
CCN(Cc1cc2cc(C)ccc2[nH]c1=O)S(=O)(=O)c1ccccc1	10	-14	-4	32*	-5	-4	13	0.8	-1
CCc1cccc2c(C(=O)CSc3nnc(-c4ccoc4C)n3C)c[nH]c12	-8	-2	7	0	-7	-6	2	1	-5
Cc1sc2nc(C(C)C)nc(SCC(=O)N3CCN(C(=O)c4ccco4)CC3)c2c1C	-5	·	2	41*	-2	3	·	1.4	-4
Cc1ccccc1N1C(N)=NC(N)=NC1(C)C	0	6	4	10	-2	-10	-1	0.9	2
O=C(c1n[nH]c2c1CCCC2)n1ccnc1	·	·	-4	-6	·	-21	·	1	3
CNc1nc(C(=O)O)nc(N2CCOCC2)n1	-8	-2	·	·	-2	·	6	·	·
CC(=O)N1CCN(C(=O)Nc2cccc(C(F)(F)F)c2)CC1	-10	-21	1	-2	-4	-6	20	1.1	17
C(=N\c1ncnc2sccc12)/NOCc1ccccc1	8	-53	22	66*	-5	-1	54	0.8	-6
Cc1ccc(NC(=O)Nc2ccc(F)cc2)nc1	3	-3	1	15	-6	8	8	1	-5
Nc1nnc(CCS(=O)(=O)c2ccc(Cl)cc2)s1	-1	7	-6	10	-8	11	-5	1.1	2
NC(=O)c1cn(-c2ccccc2)nc1-c1cccnc1	13	2	-1	5	-5	-8	-4	0.8	7
Cc1ccnc(NCn2nnc3ccccc32)c1	16	6	-19	8	-4	·	-5	0.9	1
Cc1ccc(NC(=O)C(Cc2ccccc2)N2C(=O)C3C4CCC(C4)C3C2=O)cc1Cl (stereo not drawn)	21	20	9	20	-11	4	-19	1.2	-2
Cc1ccc(NC(=O)C2CC(=O)n3c(nc4ccccc43)N2)cc1 (stereo not drawn)	6	8	-2	5	-7	-8	-6	1.1	-16
CCOC(=O)CSc1nnc(-c2ccc(S(=O)(=O)N3CCC(C)CC3)cc2)o1	3	-3	-6	0	-2	-14	2	1	-5
C=CCSc1nnc2nc3[nH]c4c(C)cccc4c3nn12	9	3	10	28	-3	·	-3	1.2	-14
Cc1cc(C)cc(N(C(=O)Cc2cccs2)C(C(=O)NC2CCCC2)c2ccc(C)o2)c1 (stereo not drawn)	-20	2	-13	-1	-7	-22	1	1	-7
O=C(Nc1ccc2c(c1)OCO2)c1cccc(S(=O)(=O)N2CCCC2)c1	4	-68	-8	13	-7	-14	67	0.8	1
COc1ccc(C(=O)NCc2ccccc2OC)c(OC)c1	11	13	11	15	-4	3	-14	0.7	-1
CS(=O)(=O)N1CCN(c2ccccc2NC(=O)c2ccco2)CC1	19	9	3	13	-6	·	-9	0.9	2
CCCNC(=O)c1ccc(Cl)c(Cl)c1	-6	1	12	22	-8	·	-1	0.9	11
CCc1nnc(NC(=O)CCC(=O)N2CCN(CCOc3ccc(C)cc3)CC2)s1	18	2	-3	-1	0	-4	-3	1.5	9
Cc1cc(COc2ccccc2OCc2cc(C)no2)on1	-11	2	8	10	0	8	1	1.1	6
Cc1ccc(CCNC(=O)C2CCN(C(=O)c3sccc3-n3cccc3)CC2)cc1	12	-51	-4	19	-9	-18	51	1.5	2
CCOCCCNC(=O)N1CCOCC1	31	-13	-7	4	-4	-6	12	0.8	2
Cc1cc(OCC(=O)N2CCOCC2)cc2oc(=O)c3ccccc3c12	9	-3	3	9	-4	·	5	·	-9
CNC(=O)C1C2C=CC3(O2)C1C(=O)N(CCOC)C3C(=O)NCc1ccc(OC)cc1 (stereo not drawn)	·	·	-4	6	·	3	·	0.9	0
COc1cc2[nH]c(=S)nc(NCC3CCCO3)c2cc1OC (stereo not drawn)	3	5	6	-5	-4	-7	-5	1	-4
O=S1(=O)C=C(SCc2cccc(Cl)c2)Nc2ccccc21	-14	-1	-7	14	-6	·	-2	1	4
CCc1ccccc1N(CC(=O)NCc1ccco1)C(=O)c1snc(C(N)=O)c1N	9	-34	5	-3	-7	-3	35	1.3	7
COc1cc(C)c(C)cc1S(=O)(=O)N1CCN(Cc2ccccc2)CC1	0	1	-12	9	-7	13	-1	1.6	3
CCN(CC)CCn1c(=S)[nH]c2ncccc2c1=O	-1	-6	-5	0	1	6	7	1.1	-16
COCCNC(=O)c1ccc2c(=O)n(CCOC)c(=O)[nH]c2c1	25	·	-2	-4	-5	-2	·	1	1
CC(C)C(=O)Nc1cccc(C(=O)NCc2ccc(S(N)(=O)=O)cc2)c1	3	-54	3	-11	-3	-6	54	1.4	9
CS(=O)(=O)c1cccc(C(=O)NCc2ccccc2)c1	·	·	1	5	·	-2	·	1.2	5
CC1CN(CCCOc2ccccc2[N+](=O)[O-])CC(C)O1 (stereo not drawn)	2	4	4	2	-4	·	-5	1.1	2
N#Cc1cc2c(nc1SCC(=O)Nc1nccs1)CCCCC2	-28	10	13	2	5	-33	-8	0.9	-5
Cc1cc(C)nc(-n2nc(C)cc2NC(=O)CNCc2ccccc2)n1	1	3	11	8	0	0	-5	1.5	-4
Cc1ccnc(SCCn2c(N3CCC(C)CC3)nc3c2c(=O)[nH]c(=O)n3C)n1	-15	14	-2	11	-2	-1	-11	0.9	4
N#Cc1ccc(NC(=O)COC(=O)CNC(=O)C2CCCCC2)cc1	-2	-8	-5	1	-2	-3	10	0.8	-4
O=C(CC1Sc2ncnn2C1=O)Nc1ccccc1 (stereo not drawn)	-6	-2	-3	-11	-2	-4	3	0.9	3
O=C1CSC(=NC(=O)c2ccccc2)N1	16	-5	5	8	-7	1	6	1	-1
Cc1ccc(NCc2nnc(SCC(=O)NCc3ccco3)n2CC2CCCO2)c(C)c1 (stereo not drawn)	13	3	-11	12	-9	-10	-2	1.2	3
O=C(CSc1nc2cc(S(=O)(=O)N3CCOCC3)ccc2o1)NC1CCCc2ccccc21 (stereo not drawn)	-3	9	5	-5	-7	41	-4	1.7	-12

Next part.
SMILES	S1P2 blocker	sEH activator	PostGolgi yeast	PostGolgi ctrl	S1P2 agonist	Mac1 fbg inh	sEH inh	PLAP act	E coli WT exp
CN(CC(=O)NCc1ccco1)S(=O)(=O)c1ccc2c(c1)n(C)c(=O)c(=O)n2C	·	·	-7	-3	·	-7	·	1	5
CC(NC(N)=O)C12CC3CC(CC(C3)C1)C2 (stereo not drawn)	16	-5	2	7	-5	8	4	1.2	4
COc1ccc(-c2nnn(CC(=O)N(CC(=O)NC3CCCC3)c3cccc(C)c3)n2)cc1OC	16	·	5	2	-5	-16	·	1.5	-4
CCCn1c(=O)c2ccccc2n2c(SCCOc3ccc(Cl)cc3)nnc12	·	·	23	-6	·	20	·	0.9	3
CCOC(=O)c1cc(C(=O)Nc2ccc(C)c(F)c2)nn1C	9	1	-12	9	-4	·	-2	0.7	-13
CCc1ccccc1NC(=O)c1cc(-c2cccc(O)c2)on1	9	4	-3	4	-6	-1	-2	0.8	-4
NC(=O)C1CCN(C(=O)c2ccc(Oc3ccccc3)cc2)CC1	-18	6	-5	5	-2	-9	-4	0.9	1
O=C(O)C1CC=CCC1C(=O)Nc1cc(Cl)ccc1Cl (stereo not drawn)	-10	10	·	·	-4	·	-6	·	·
O=C(Nc1nn[nH]n1)C12CC3CC(CC(C3)C1)C2	-4	12	0	5	-2	-9	-14	1.1	0
Cc1noc(C)c1C(=O)N1CCN(CCc2ccccc2)CC1	8	6	0	8	-2	-12	-5	1	7
NC(=O)C1CCCN(S(=O)(=O)c2ccc(Br)cc2)C1 (stereo not drawn)	-11	3	-5	8	-3	7	-5	1.1	2
Cc1ccc(Cl)cc1N(CC(=O)N1CCCCCC1)S(C)(=O)=O	19	·	3	4	-6	1	·	0.9	1

Overlap with the part before: 4 entries, followed by the next part.
SMILES	S1P2 blocker	sEH activator	PostGolgi yeast	PostGolgi ctrl	S1P2 agonist	Mac1 fbg inh	sEH inh	PLAP act	E coli WT exp
O=C(Nc1nn[nH]n1)C12CC3CC(CC(C3)C1)C2	-4	12	0	5	-2	-9	-14	1.1	0
Cc1noc(C)c1C(=O)N1CCN(CCc2ccccc2)CC1	8	6	0	8	-2	-12	-5	1	7
NC(=O)C1CCCN(S(=O)(=O)c2ccc(Br)cc2)C1 (stereo not drawn)	-11	3	-5	8	-3	7	-5	1.1	2
Cc1ccc(Cl)cc1N(CC(=O)N1CCCCCC1)S(C)(=O)=O	19	·	3	4	-6	1	·	0.9	1
C=CCn1c(SCC(=O)c2c(N)n(CCC)c(=O)n(C)c2=O)nc2sc(CC)cc2c1=O	5	1	-2	12	-4	5	1	0.8	-2
CC(=O)Nc1ccc(NC(=O)c2ccccc2CC[N+](=O)[O-])cc1	14	12	1	18	-8	7	-11	0.9	-1
CC1CN(C(=O)c2cc3cc(Cl)cc(Cl)c3oc2=O)CC(C)O1 (stereo not drawn)	13	14	13	-1	-13	·	-16	·	-10
CCN1CCN(C(=O)c2ccccc2N(C)S(=O)(=O)c2ccc(C)cc2)CC1	-16	2	-1	4	-6	-1	-2	1.7	6
Cc1c(C(=O)OCC(=O)N2c3ccccc3CC2C)oc2ccccc12 (stereo not drawn)	11	4	11	25	-2	·	-4	·	-11
COc1cc(C2/C(=C(\O)c3cc(C)ccc3C)C(=O)C(=O)N2CCN(C)C)ccc1O (stereo not drawn)	15	·	-18	-5	-7	26	·	1.4	-1
O=C(c1cn(-c2ccccc2)nc1-c1ccc(Cl)s1)N1CCOCC1	-9	1	-5	29	-2	-53	2	1.3	11
CCCc1cc(C(=O)NCCc2ccccc2)no1	·	·	-4	7	·	-15	·	0.9	9
CCOc1c(Cl)cc(Cl)cc1CNCCNCCO	6	-4	3	-2	-7	2	6	1.1	15

Bioassay records from PubChem BioAssay.
